Screens as filed in PubChem BioAssay.
SUMO1 PPI mod – alters human SUMO1 binding to SIM partners; SUMO1 binding to a labelled peptide, TR-FRET, 1 h; P63165; hit rate 0.33% among 360,000; AID 602429; inhibition, % at 20 µM; in the data active = inhibition above about 37%
Target sequence (P63165 whole entry, looked up): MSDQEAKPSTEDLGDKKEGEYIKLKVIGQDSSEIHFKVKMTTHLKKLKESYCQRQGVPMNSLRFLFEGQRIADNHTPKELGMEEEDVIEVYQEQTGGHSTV
LMPTP block – LMPTP (human) inhibition | AID 651560 | inhibition, % at 20 µM | recombinant LMPTP-A, OMFP fluorogenic substrate, fluorescence intensity | hit rate 0.22% among 360,000;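 active = compounds that cut the enzyme signal by at least half of the control window in the single-dose screen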;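 note: plate controls were DMSO wells with enzyme plus substrate for no effect and substrate without enzyme for full effect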
Target sequence (P24666 whole entry, looked up): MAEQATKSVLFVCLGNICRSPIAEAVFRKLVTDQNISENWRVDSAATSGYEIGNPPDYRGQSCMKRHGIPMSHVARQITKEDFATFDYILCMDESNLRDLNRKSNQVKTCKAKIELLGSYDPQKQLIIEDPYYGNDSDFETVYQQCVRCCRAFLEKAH
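Assay system: LMPTP-A phosphatase enzyme | Input: 0.625 nM enzyme | Also added: Fluorogenic phosphatase substrate OMFP at 400 µM final | Compound dosing: One test concentration per compound, 20 µM, with 3% DMSO overall | Schedule: 50 min enzyme reaction at room temperature, protected from light | Signal: Fluorescence intensity | Benchmarks: no-enzyme and uninhibited controls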
NRP1-CendR mod – modulators of CendR peptide binding to human neuropilin-1. O14786. FAM-RPARPAR peptide binding to NRP-1, fluorescence polarization. inhibition, % at 25 µM. hit rate 0.85% among 360,000;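 active = inhibition or corrected inhibition above about 18%, plus a signal ratio from 0.5 to 1.5, limit read from the data, passing the limit was not always enough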; note: strong numbers were not always called active
STEP inh – blocks human striatal-enriched tyrosine phosphatase; AID 588621; P54829; inhibition, % at 20 µM; recombinant STEP, OMFP fluorogenic substrate, fluorescence; hit rate 0.25% among 360,000;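 active = inhibition at 20 µM, scaled per plate between control wells, above about 37%, limit read from the data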;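 note: 0% = DMSO with enzyme and substrate and 100% = substrate only without enzyme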
Target sequence (P54829 whole entry, looked up): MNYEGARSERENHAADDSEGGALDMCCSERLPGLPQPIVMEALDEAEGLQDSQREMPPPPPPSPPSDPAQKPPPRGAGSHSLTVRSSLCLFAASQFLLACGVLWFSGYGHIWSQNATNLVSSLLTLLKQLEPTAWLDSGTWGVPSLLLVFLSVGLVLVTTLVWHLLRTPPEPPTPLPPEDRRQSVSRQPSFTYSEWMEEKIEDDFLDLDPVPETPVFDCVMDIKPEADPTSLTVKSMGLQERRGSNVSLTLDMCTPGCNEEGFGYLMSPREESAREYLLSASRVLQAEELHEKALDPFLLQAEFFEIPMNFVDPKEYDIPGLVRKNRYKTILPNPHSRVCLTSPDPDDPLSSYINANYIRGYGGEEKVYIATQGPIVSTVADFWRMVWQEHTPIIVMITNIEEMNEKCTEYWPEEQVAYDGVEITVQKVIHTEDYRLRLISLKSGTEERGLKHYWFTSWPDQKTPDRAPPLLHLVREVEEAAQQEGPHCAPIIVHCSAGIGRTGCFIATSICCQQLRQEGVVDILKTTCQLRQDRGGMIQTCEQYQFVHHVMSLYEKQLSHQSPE
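material = STEP tyrosine phosphatase | reagent = fluorogenic phosphatase substrate OMFP at 25 µM final | doses = single compound dose of 20 µM, 1% DMSO final | schedule = 20 min reaction, room temperature, in the dark | measured by = fluorescence, 480/540 nm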
MsrA inhibitor – bovine MsrA inhibition. purified bovine MsrA, absorbance read-out. inhibition, % at 15.5 µM. hit rate 0.75% among 360,000; in the data active = inhibition above about 4.5%;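 note: 0% = vehicle wells with enzyme and 100% = reference inhibitor wells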
MsrA act – activators of bovine methionine sulfoxide reductase A; purified bovine MsrA, absorbance read-out; activation, % at 10.6 µM; hit rate 0.3% among 360,000; AID 602163; in the data active = activation above about 7.5%;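 note: 0% = vehicle and 100% = reference activator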
DNMT1 block – inhibitors of human DNMT1. P26358. DNMT1 molecular beacon, Hinp1I cleavage, fluorescence. inhibition (reported as % activation of signal), % at 10 µM. hit rate 0.83% among 360,000; in the data active = inhibition above about 50%
TbMetRS inhib – Trypanosoma brucei MetRS inhibition | hit rate 0.4% among 360,000 | AID 624268 | inhibition, % at 11.9 µM | purified T. brucei MetRS, ATP depletion, Kinase-Glo luminescence;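 active = inhibition above a per-plate cutoff of the control wells' mean inhibition plus 3 SD, cut at about 5.5% in these data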;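 note: 0% = DMSO wells median and 100% = median of wells with control inhibitor compound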
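Dosing: 11.9 µM compound single dose, 0.9% DMSO; Assay system: purified T. brucei MetRS enzyme; Measured by: Kinase-Glo luciferase luminescence reporting remaining unconsumed ATP; Schedule: 15 min plus 2 h at 25 °C.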
eLon inh – inhibits E. coli Lon protease; P0A9M0; purified E. coli Lon protease, fluorescence polarization; inhibition, % at 7.94 µM; hit rate 0.42% among 360,000; AID 602123; in the data active = inhibition above about 13%, passing the limit was not always enough;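 note: 0% = enzyme with probe and DMSO and 100% = no enzyme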
Scp1 inh – blocks human Scp-1 phosphatase activity. inhibition, % at 20 µM. hit rate 0.88% among 340,000. Recombinant Scp1, phosphopeptide, malachite green phosphate absorbance. AID 493091;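 active = inhibition above about 50% at 20 µM, limit read from the data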;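 note: plate controls were DMSO wells with enzyme for no effect and wells lacking enzyme for full effect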
Target sequence (Q9GZU7 76-261 limits assumed): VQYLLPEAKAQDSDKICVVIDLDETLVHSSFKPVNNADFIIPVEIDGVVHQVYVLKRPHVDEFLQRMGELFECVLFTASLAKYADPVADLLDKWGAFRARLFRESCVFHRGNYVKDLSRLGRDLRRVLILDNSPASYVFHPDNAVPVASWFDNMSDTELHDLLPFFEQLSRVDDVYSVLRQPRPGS
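System: SCP-1 catalytic domain; Reagent: Phospho 17-mer peptide substrate; Doses: one concentration, 20 µM, with 1.0% DMSO; Incubation: 45 min room-temperature reaction, 5 min colour, 30 min stabiliser; Signal: Phosphate-binding colour reagent, absorbance read at 630 nm.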
Active calls of the source: *; x = no result given. Rows were taken by chance. About 4.3% of those tested had a hit in this group.

entry | structure | SUMO1 PPI mod | DNMT1 block | MsrA act | NRP1-CendR mod | LMPTP block | STEP inh | Scp1 inh | MsrA inhibitor | TbMetRS inhib | eLon inh
1 | Cc1cccc(C(=O)O/N=C(\N)c2ccccn2)c1 | 17 | 0 | -7 | -14 | -0.4 | -2 | 10 | -0.4 | -1.3 | 1
2 | CC(C)(c1ccccc1)c1ccc(OCCN2CCCC2)cc1 | -5 | 1 | 0 | 5 | -9.4 | 1 | 6 | 0.6 | -0.1 | -10
3 | COc1ccc(C(=O)OCC(=O)c2ccc3[nH]c(=O)[nH]c3c2)c(OC)c1OC | 2 | -3 | -2 | -4 | 6.6 | -2 | -6 | 2.0 | -0.1 | -11
4 | CNC(=O)c1cc2c(ccc3ccccc32)o1 | -7 | 3 | -5 | 2 | -0.8 | 2 | -6 | 0.3 | -0.8 | 3
5 | CC1C(=O)Nc2ccc(S(=O)(=O)N3CCN(c4cccc(C(F)(F)F)c4)CC3)cc2NC1=O (centres undefined) | 5 | 0 | -7 | 2 | 2.9 | 2 | 6 | 0.3 | -0.8 | 2
6 | CCCc1nn(C)c(C(=O)Nc2ccc(C)c(C)c2)c1Cl | 4 | 2 | -2 | -4 | 1.5 | 1 | -10 | -0.6 | 0.4 | 6
7 | CC(C)Nc1ccc(-n2nc3ccccc3[n+]2[O-])cc1 | -40 | 1 | -13 | 2 | 1.0 | -1 | 4 | 3.2 | 0.1 | 4
8 | Cc1cccc(C)c1OC(=O)Cc1ccccc1[N+](=O)[O-] | -8 | 0 | -7 | 1 | -0.9 | 1 | -22 | 0.7 | -1.6 | 11
9 | Cc1ccc(Cn2cccc(NC(=O)NCc3ccccc3)c2=O)cc1 | 1 | -3 | -2 | 3 | -0.3 | 3 | -10 | 1.3 | 0.0 | -2
10 | O=C(N/C(=C\c1ccc([N+](=O)[O-])cc1)C(=O)N1CCOCC1)c1cccc(Br)c1 | -31 | 0 | -9 | -7 | 0.3 | -2 | 1 | 2.9 | -0.4 | 14
11 | COc1ccc(/C=N/NC(=O)CNC(=O)c2ccncc2)cc1 | -6 | 0 | -3 | 5 | -0.6 | 1 | -9 | -0.2 | -0.3 | 0
12 | O=C(CSCC(=O)N1CCOCC1)Nc1ccccc1 | 2 | -2 | -3 | 0 | 0.2 | 0 | 5 | 0.7 | -0.9 | -4
13 | NC(=S)NN=C1c2ccccc2-c2cc(Br)ccc21 | -13 | -11 | -3 | -7 | 2.1 | -3 | -3 | 2.1 | -0.3 | -3
14 | Cc1c(S(=O)(=O)N2CCCC(C)C2)c(=O)n(C)c(=O)n1C (centres undefined) | -2 | 3 | 2 | 4 | -0.3 | 0 | 13 | -0.8 | -0.5 | 1
15 | Cc1ccccc1-c1cc(C(=O)NCc2cccs2)n(CC2CC(c3cccnc3)=NO2)n1 (centres undefined) | 4 | 2 | -12 | 9 | -2.4 | -2 | 5 | 0.1 | -0.7 | 25
16 | COc1ccc(/C(C)=N/NC(=O)CNC(=O)/C=C\c2ccccc2OC)c(OC)c1 | -10 | 1 | -4 | 4 | 0.2 | 0 | -11 | 1.5 | -0.4 | -2
17 | CCOC(=O)C1CCN(S(=O)(=O)c2ccc(Br)c(OCC)c2)CC1 | 0 | 0 | -1 | -6 | -0.4 | 0 | 37 | 0.4 | -0.5 | -11
18 | O=C(NCc1cc(C(F)(F)F)ccc1Cl)c1cccc2c1C(=O)c1ccc(N3CCOCC3)cc1S2(=O)=O | 14 | 62* | -3 | -34 | -2.0 | -3 | -6 | -1.2 | -0.3 | -15
19 | COc1ccc(NC(=S)c2ccccc2)cc1 | -2 | 1 | -1 | -14 | -1.0 | -1 | -12 | -0.5 | -0.4 | -2
20 | CCSc1nc(C)c(CC)c(C)c1C(N)=O | -3 | -2 | -4 | 4 | -2.3 | 0 | -5 | 2.9 | -0.7 | -9
21 | Oc1c(Cl)cc(Cl)c2c1NCCC2 | 9 | -19 | -8 | -4 | 2.3 | -1 | -9 | -0.5 | -1.8 | 3
22 | O=C(NCCc1ccc(Cl)cc1)C1CCCN1C(=O)Nc1ccccc1 (centres undefined) | -5 | 0 | -3 | -2 | -0.6 | -1 | -8 | -0.5 | 0.3 | -6
23 | Cc1ccccc1C(=O)NCC(=O)OC1CCCCC1=O (centres undefined) | 3 | 1 | -4 | 1 | -0.3 | -1 | 0 | 0.0 | -0.1 | -5
24 | COc1cc(NC(=O)Cn2nc(Cc3cccnc3)c3ccccc3c2=O)cc(OC)c1OC | 5 | 4 | -4 | -1 | 0.2 | -2 | 2 | -0.3 | -1.2 | -6
25 | CCCCNC(=O)NNc1nc(Cl)cc(C)c1C#N | 2 | 1 | -3 | 5 | 4.9 | 2 | -3 | 0.6 | -0.1 | -2
26 | O=C(NC(NC(=S)Nc1ccccc1C(=O)O)C(Cl)(Cl)Cl)c1ccccc1 (centres undefined) | 4 | -8 | 1 | -7 | 1.2 | 3 | -5 | x | -0.4 | 10
27 | CN1CCN(C(=S)C(=O)NCc2ccccc2)CC1 | -4 | -3 | -4 | -4 | -0.5 | -1 | -2 | -0.3 | -0.6 | 5
28 | CC1(C)Cn2c(nnc2-c2ccccc2)S1 | 0 | 0 | -9 | -3 | -2.1 | -5 | 3 | 0.0 | -1.2 | -4
29 | COc1ccccc1N(CC(=O)NCc1ccco1)C(=O)CCC(=O)Nc1ccccn1 | -1 | 0 | -2 | 2 | -1.3 | -1 | -3 | -0.5 | -0.4 | 6
30 | CC(=O)OCC(=O)C1(O)CCC2C3CC(C)C4=CC(=O)C=CC4(C)C3C(O)CC21C (centres undefined) | 3 | 2 | -2 | -4 | -0.8 | 2 | x | -0.9 | 0.6 | -2
31 | Cc1cccc(C)c1OC(=O)c1ccccc1 | 3 | -3 | -1 | -4 | 0.0 | -2 | -10 | 0.3 | -0.3 | 11
32 | COc1cccc(NC(=O)C(C)OC(=O)c2n[nH]c3ccccc23)c1 (centres undefined) | 7 | -34 | 16* | -2 | -0.7 | -4 | -10 | -1.2 | 0.1 | -2
33 | COc1ccc(CCCc2n[nH]c(=S)o2)cc1C | 4 | 3 | 2 | -2 | -2.4 | 1 | -7 | 0.9 | 0.5 | 1
34 | CCn1c(SCC(=O)Nc2nc3ccc(OC)cc3s2)nc2c1c(=O)n(C)c(=O)n2C | 2 | 3 | -3 | -11 | 1.2 | -1 | -1 | 1.1 | -0.9 | -6
35 | O=C(c1ccc(Cl)c(S(=O)(=O)NCc2cccnc2)c1)N1CCCC1 | 0 | -3 | -4 | 1 | -0.3 | 0 | 3 | 1.2 | -0.4 | 6
36 | Cc1cccc(NC(=O)CN2CCN(C(=O)C3CCCO3)CC2)c1C (centres undefined) | 1 | 0 | -3 | 0 | -1.6 | -1 | -5 | -0.4 | -0.5 | -15
37 | Fc1ccccc1Nc1nc2ccccc2o1 | -2 | 0 | 0 | 8 | -0.4 | -1 | 6 | -0.5 | -2.0 | -2
38 | COc1ccc(-n2nnnc2-c2nc3ccccc3s2)cc1 | 38 | 14 | -4 | 1 | -1.4 | 0 | -9 | 1.9 | 0.5 | -6
39 | CN1CCN(c2ccc(C(=O)c3ccc(Br)cc3)cc2[N+](=O)[O-])CC1 | -16 | 1 | -7 | 1 | -0.5 | 0 | 3 | 0.6 | -0.8 | 1
40 | CC(=O)Nc1ccc(OCC[n+]2cccc(C(N)=O)c2)cc1 | -1 | -3 | -5 | 4 | 1.5 | 3 | -8 | -1.2 | -0.4 | -1
41 | CCCCc1ccc(NC(=O)N2CCNC(=O)C2CC(=O)Nc2ccsc2C(=O)OC)cc1 (centres undefined) | 9 | 6 | -9 | 4 | -0.2 | 0 | -10 | 0.8 | -1.2 | 16
42 | O=C(CSc1nc2ccccc2[nH]1)Nc1ccccc1F | -2 | 2 | -6 | -4 | -1.0 | -3 | 3 | 0.8 | -1.0 | 4
43 | O=C1/C(=C/c2ccccc2Cl)SC(=S)N1CCCC(=O)N(CCO)c1ccccc1 | -15 | -3 | 0 | -8 | 5.4 | 1 | -8 | 2.1 | 0.2 | 2
44 | CCCCNC(=O)c1nc(C2CCN(S(=O)(=O)c3cccc(C(F)(F)F)c3)CC2)oc1-c1cccc(C(F)(F)F)c1 | 1 | -1 | -5 | 2 | 1.1 | 4 | x | 1.1 | 0.0 | -4
45 | O=C(NCc1ccc(OC(F)(F)F)cc1)c1ccc2c(c1)S(=O)(=O)c1ccccc1C2=O | -24 | 0 | -1 | 7 | 2.2 | 0 | -11 | -0.2 | -0.2 | -7
46 | Cc1cc(C(=O)NC2CCCN(Cc3ccc(Cl)cc3)C2)n(C)n1 (centres undefined) | -4 | 0 | -9 | 14 | -0.1 | -2 | 10 | -1.3 | -0.5 | -16
47 | COc1ccccc1NS(=O)(=O)c1cc(-c2cnc(C3CC3)o2)ccc1C | 6 | 0 | -4 | 22* | 1.8 | 0 | -7 | 0.3 | 0.4 | 8
48 | C=CCN(CC=C)C(=O)C1CCN(Cc2ccc(OCc3ccccc3)cc2)CC1 | 6 | -6 | -2 | 7 | -2.2 | 1 | 1 | -0.8 | -0.5 | -6
49 | CC1CCCN(C(=O)COC(=O)c2cccc(NS(=O)(=O)c3ccccc3)c2)C1 (centres undefined) | 1 | 2 | -2 | 4 | 0.0 | 1 | -6 | 1.8 | 0.4 | -3
50 | Cc1ccc(C(=O)N/C(=C\c2ccco2)C(=O)NCCc2c[nH]c3ccccc23)cc1 | -7 | -16 | -5 | -12 | 0.5 | 5 | -4 | 0.3 | -0.6 | 2

The final two entries of the part above lead into the next:
entry | structure | SUMO1 PPI mod | DNMT1 block | MsrA act | NRP1-CendR mod | LMPTP block | STEP inh | Scp1 inh | MsrA inhibitor | TbMetRS inhib | eLon inh
49 | CC1CCCN(C(=O)COC(=O)c2cccc(NS(=O)(=O)c3ccccc3)c2)C1 (centres undefined) | 1 | 2 | -2 | 4 | 0.0 | 1 | -6 | 1.8 | 0.4 | -3
50 | Cc1ccc(C(=O)N/C(=C\c2ccco2)C(=O)NCCc2c[nH]c3ccccc23)cc1 | -7 | -16 | -5 | -12 | 0.5 | 5 | -4 | 0.3 | -0.6 | 2
51 | COc1ccc(/C=N/Nc2nc(C)c([N+](=O)[O-])c(N(C)c3ccccc3)n2)cc1OC | -4 | 7 | 1 | 28* | -2.6 | -1 | -3 | 0.2 | -0.8 | 7
52 | C[C@H]1CN([C@@H](C)CO)C(=O)CCCn2nncc2CO[C@@H]1CN(C)C(=O)Nc1ccnc(N2CCOCC2)c1 | 7 | 7 | -4 | -21 | -2.0 | 0 | x | 1.4 | -1.2 | 2
53 | CCC(=O)Nc1cccc(-c2nc3ccc(C)cc3o2)c1 | 1 | -3 | -7 | 4 | 0.5 | -3 | -3 | 1.4 | -1.4 | 10
54 | Cc1c(CCOC(=O)c2cccc([N+](=O)[O-])c2)sc[n+]1CC(=O)c1ccccc1 | -17 | 3 | -1 | 8 | 11 | 2 | 0 | -0.3 | 0.1 | -2
